Source: PubChem (The Scripps Research Institute Molecular Screening Center)
CHO parental Ca = signal in parental CHO cells, OX1R antagonist counter-screen. parental CHO-K1, ATP-induced calcium, Fluo-8 fluorescence. inhibition, % at 5.6 µM. 0.63% of 330,000 active. AID 463079;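 active means inhibition above that plate's mean sample inhibition plus 3 SD, cut at about 26% in these data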;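 further: 0% = ATP-challenged DMSO wells and 100% = DMSO wells without ATP; some compounds past the cut are filed as inactive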
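test system = CHO parental line | reagent = ATP stimulus | measured by = intracellular calcium via Fluo-8 no-wash fluorescent dye | control set = ATP and no-ATP DMSO wells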
M1 ag parental = M1 agonist counterscreen hit in parental CHO-K1 cells. 0.48% of 360,000 active. activation, % at 3 µM. Fluo-8 calcium fluorescence; scaled to maximal ATP response, vehicle zero. AID 602248; in the data active means activation above about 15%;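 further: untransfected CHO-K1 host cells lacking M1 receptor as counterscreen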
CHO-K1 Ca antag = counter-screen for M1 antagonists: effect in parental CHO-K1 cells | inhibition, % at 3 µM | ATP-induced calcium, Fluo-8 fluorescence | AID 602250 | 0.6% of 360,000 active;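 active means inhibition above a per-plate cutoff, the plate's mean sample inhibition plus 3 SD, cut at about 24% in these data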;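 further: 0% = DMSO plus EC80 ATP and 100% = DMSO alone without ATP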
V1aR counter = activates human V1a receptor in oxytocin agonist counter-screen; P37288; CHO-V1R cells, Fluo-8 calcium fluorescence, agonist mode; 0% DMSO, 100% 3 nM vasopressin; activation, % at 3 µM; 0.25% of 320,000 active; AID 2797;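 active means activation above the mean activation of all tested compounds plus 3 SD, per screening run, cut at about 20% in these data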;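 further: signal is peak over basal fluorescence ratio across a 100 second FLIPR read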
Target sequence (P37288 whole entry, looked up): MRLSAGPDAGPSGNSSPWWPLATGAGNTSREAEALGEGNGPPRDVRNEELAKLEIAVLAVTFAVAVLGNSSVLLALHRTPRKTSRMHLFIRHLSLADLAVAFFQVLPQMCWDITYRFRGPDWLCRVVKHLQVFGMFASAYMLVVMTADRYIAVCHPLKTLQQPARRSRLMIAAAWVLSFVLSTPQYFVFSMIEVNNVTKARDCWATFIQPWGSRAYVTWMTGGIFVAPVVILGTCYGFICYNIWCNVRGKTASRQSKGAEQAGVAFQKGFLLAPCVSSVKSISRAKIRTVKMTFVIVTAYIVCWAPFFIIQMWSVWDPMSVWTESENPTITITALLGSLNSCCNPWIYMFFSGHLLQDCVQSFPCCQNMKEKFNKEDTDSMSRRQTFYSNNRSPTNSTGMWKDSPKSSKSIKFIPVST
OXTR potentiator = potentiators of human oxytocin receptor; CHO-OTR cells, Fluo-8 calcium fluorescence, potentiator mode; 0% = oxytocin EC15, 100% = EC100; activation, % at 3 µM; P30559; 0.061% of 320,000 active;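 active means activation above that plate's cutoff, the mean activation of tested compounds plus 3 SD, cut at about 6.6% in these data, passing the limit was not always enough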;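 further: 100% uses oxytocin at 75 nM as the full agonist control; some results filed as inactive read as strong as hits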
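Assay system: CHO cell line stably expressing human OTR | Also added: Oxytocin at about EC15, sub-maximal agonist stimulus | Times: Compound 6 min at room temperature before oxytocin, 100 s read | Measured by: Fluo-8 intracellular calcium fluorescence, ex 470-495, em 515-575 nm | Controls: EC15 oxytocin alone as 0%, 75 nM oxytocin as 100%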
TAAR1 antagonist = antagonists of human TAAR1; Q96RJ0; CHO RD-HGA16 TAAR1, Fluo-8 calcium fluorescence, antagonist; inhibition, % at 3 µM; 1.5% of 360,000 active; AID 624466;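 active means inhibition above a per-plate cutoff, the mean inhibition of test compounds on that plate plus 3 SD, cut at about 49% in these data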;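 further: 0% = DMSO plus EC80 beta-PEA response and 100% = DMSO alone without agonist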
Target sequence (Q96RJ0 whole entry, looked up): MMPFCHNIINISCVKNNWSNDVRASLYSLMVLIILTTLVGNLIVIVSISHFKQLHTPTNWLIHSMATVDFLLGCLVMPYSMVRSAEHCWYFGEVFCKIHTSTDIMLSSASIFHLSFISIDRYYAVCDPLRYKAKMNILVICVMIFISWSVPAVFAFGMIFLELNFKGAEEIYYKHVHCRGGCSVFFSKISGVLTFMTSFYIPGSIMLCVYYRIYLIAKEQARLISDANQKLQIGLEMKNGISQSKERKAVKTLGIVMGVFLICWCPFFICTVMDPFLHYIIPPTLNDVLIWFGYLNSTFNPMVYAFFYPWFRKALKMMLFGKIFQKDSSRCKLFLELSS
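System: RD-HGA16 CHO cells with stable hTAAR1 and Gα16 | Probe or stimulus: EC80 β-phenethylamine stimulus | Dosing: 3 µM, single point | Times: Dye loading 75 min at 37 °C, then 30 min room temperature | Measured by: Fluo-8 calcium-sensitive fluorescence | Read-out basis: % inhibition of agonist calcium response | Replicates: n of 1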
TAAR1 ag = agonists of human TAAR1; CHO RD-HGA16 TAAR1, Fluo-8 calcium fluorescence; vehicle wells 0%, saturating PEA agonist 100%; activation, % at 3 µM; 0.99% of 360,000 active; AID 624467; Q96RJ0;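 active means activation above the mean activation of all test compounds in the run plus 3 SD, cut at about 38% in these data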
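Assay system: CHO-derived RD-HGA16 cells with stable Gα16 and human TAAR1; timing: 17-24 h seeding, 75 min 37 °C dye, 30 min RT; read-out: % activation from peak over basal fluorescence ratio, DMSO-to-PEA scaled; measured by: kinetic Fluo-8 calcium fluorescence; benchmarks: low control DMSO, high control PEA (EC100); doses: 3 µM single concentration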
CHO-K1 Ca PAM = M1 PAM counterscreen hit in parental CHO-K1 cells; 0.02% of 360,000 active; activation, % at 3 µM; ATP EC20, Fluo-8 calcium fluorescence; 0% at ATP EC20, 100% at ATP max; AID 602247;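 active means activation above the run cutoff, the mean activation of all test compounds plus 3 SD, cut at about 40% in these data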;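 further: peak over basal fluorescence ratio in a 140 s read after ATP addition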
M1 ag = agonists of human M1 muscarinic receptor; CHO-K1 hM1, Fluo-8 calcium fluorescence, agonist mode; 0% DMSO, 100% acetylcholine EC100; P11229; activation, % at 3 µM; 0.33% of 360,000 active; AID 588814;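 active means activation above the run's mean compound activation plus 3 SD, cut at about 16% in these data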;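 further: peak over basal fluorescence ratio within a 140 s kinetic read after compound addition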
Active calls of the source: *; . = not tested or not shown.

SMILES	CHO parental Ca	M1 ag parental	CHO-K1 Ca antag	V1aR counter	OXTR potentiator	TAAR1 antagonist	TAAR1 ag	CHO-K1 Ca PAM	M1 ag
Oc1cc(NCc2cccnc2)ccc1-c1nc2ccccc2o1	7	1.3	-6	2.6	-14	22	0	18	-2
COc1ccc(OC)c(-c2nnc(SCC(=O)NC3CCCCC3)o2)c1	-22	-0.8	2	-0.4	1	-18	-1	1	-4
O=C(c1cc2cc3ccc(Cl)cc3nc2o1)N1CCN(Cc2ccc3c(c2)OCO3)CC1	.	0.0	-5	.	.	-16	0	5	-3
CN(C(=O)CSc1nnnn1-c1ccc(Cl)cc1)C1CCS(=O)(=O)C1 (stereo unspecified)	-4	0.1	-23	1.2	-2	10	6	6	-3
CC(=O)c1sc(Nc2nc3cc4c(cc3s2)OCO4)nc1C	.	0.1	0	.	.	-23	-1	14	-6
Cc1csc(NC(=O)CSc2nnc(Cc3cccn3C)n2-c2ccc(F)cc2)n1	-11	0.1	1	1.6	-6	-14	6	13	0
Cc1cc(C)c2[nH]c(O)c(N=Nc3ccc(C(=O)O)cc3)c2c1	3	-0.1	-9	-0.1	0	1	-3	7	-2
Cc1ccc(C)c(N(CC(N)=O)S(C)(=O)=O)c1	8	0.0	-9	1.0	-7	14	12	5	-2
O=C(COC(=O)/C=C/c1ccc(Cl)c(Cl)c1)NC1CCS(=O)(=O)C1 (stereo unspecified)	4	16*	14	12	-9	-9	10	-2	1
O=C(O)c1cccc(NC(=O)c2ccccc2NC(=O)c2ccco2)c1	6	-0.4	8	0.0	-7	-44	0	2	-1
COc1ccc(C(=O)Nc2ccc(S(=O)(=O)N3CCCCC3)cc2)cc1OC	8	1.7	-11	0.4	-4	15	11	13	-2
CN(CC(=O)Nc1ccc(F)cc1)C(=O)COc1ccc(C(=O)c2ccccc2)cc1	-8	6.2	-20	5.7	-6	-3	11	25	-2
CC(C)CC(=O)Nc1ccc(C(=O)COC(=O)C2=COCCO2)cc1	-9	1.3	1	3.1	-5	-14	1	-3	5
Cc1cc(OC(C)C(=O)NCCCN2CCOCC2)ccc1Cl (stereo unspecified)	-14	0.7	-12	0.7	10	-13	0	2	-3
O=C(NCCNc1ccc([N+](=O)[O-])cc1)c1ccco1	0	1.0	-10	2.4	0	8	7	23	-5
CC(=O)Nc1cccc(NS(=O)(=O)c2cn(C)c(=O)n(C)c2=O)c1	-5	2.0	1	-0.5	-1	-9	0	17	-5
CN(Cc1ccc2nonc2c1)Cc1nc(CC2CC2)no1	2	0.2	-7	-0.3	-9	8	2	5	-5
CCCCC[C@@H]1C=C(C(=O)O)[C@H](c2ccc3c(c2)OCO3)N1S(=O)(=O)c1ccc(C)cc1	-9	0.6	-12	0.2	-4	13	0	19	-6
CC(NC(=S)NNS(=O)(=O)c1cccc([N+](=O)[O-])c1)c1ccccc1 (stereo unspecified)	-7	0.4	11	0.0	-2	-16	2	-17	-3
COc1ccc(C(CNC(=O)c2ccc(OCc3csc(C)n3)cc2)N2CCCC2)cc1 (stereo unspecified)	.	1.4	-11	.	.	-2	3	23	-8
COc1ccc(OCc2cc(C(=O)N3C[C@H]4CC[C@H]3C4)no2)c(Cl)c1	-8	-0.1	12	2.3	-11	-42	1	-7	-2
CCC(NC(=O)NCc1cccnc1)(C(F)(F)F)C(F)(F)F	-6	0.6	-18	0.6	-3	-7	5	17	-3
CCCNC(=O)c1cc(-c2ccco2)on1	-6	-0.1	-7	-0.3	-3	12	6	11	-5
CCOC(=O)C1=CN(CC)CCC1=O	.	0.4	-6	.	.	5	3	12	-6
Cc1nc(-c2ccc(F)cc2)c(CC(=O)N(C)CC(=O)Nc2ccc(F)cc2)s1	-10	-0.5	3	-1.3	-9	14	0	-4	-5
O=C1c2ccccc2C(=O)N1CCCCN(C(=O)c1ccc([N+](=O)[O-])cc1)c1ccc(Cl)cc1	-14	0.5	-8	0.4	-14	11	11	13	-5
CCNC(=O)COc1cccc2ccccc12	-10	0.4	4	0.4	6	-7	13	14	-6
O=[N+]([O-])c1ccc(CSc2nc3ncc(Br)cc3[nH]2)cc1	-6	0.3	-14	5.7	-9	-27	0	14	-2
CCC(=O)N1c2ccc(S(=O)(=O)CCC(=O)NCCC3=CCCCC3)cc2CC1C (stereo unspecified)	-10	2.5	17	5.6	-18	4	3	-8	-3
COC(=O)c1cc(CSc2nnc(NC3CCCCC3)s2)oc1C	-14	1.6	-10	3.9	-21	10	8	15	-3
CCOC(=O)C(=O)Nc1nc(-c2ccccc2)c(-c2ccccc2)o1	-5	0.2	-7	0.3	-3	-25	1	18	-8
CC1=C(C(=O)Nc2cccc(F)c2)C(c2ccsc2)C2=C(CC(C)(C)CC2=O)N1 (stereo unspecified)	-13	0.2	-2	2.3	-4	-1	0	18	-6
O=C1CCC(=O)N1CNc1ccc(Oc2ccccc2)cc1	1	1.2	-31	0.7	-8	-16	8	19	-9
O=C(CCCN1CCC(O)(c2cccc(C(F)(F)F)c2)CC1)c1ccc(F)cc1	-18	4.6	-9	2.1	-5	14	15	17	8
O=C(NC1CCCCC1)c1cc2c(cc1Cl)N1CCCCCC1=NS2(=O)=O	.	-0.4	17	.	.	-26	1	-30	-5
COc1ccc(CCN=C(N)NS(=O)(=O)c2ccc3ccccc3c2)cc1	-12	0.5	4	1.2	-10	-8	0	-12	-3
COc1ccc(N2CCN(C(CNC(C)=O)c3ccc4c(c3)OCO4)CC2)cc1 (stereo unspecified)	3	0.2	-4	0.3	-11	-34	3	-14	1
COc1ccc(CCNC(=O)C(=O)NCC2OCCN2S(=O)(=O)c2ccc(F)cc2)cc1 (stereo unspecified)	-12	1.9	0	1.8	-2	1	3	-1	-3
CCOC(=O)N1CCN(S(=O)(=O)c2ccc3c(c2)C(C)C(=O)N3)CC1 (stereo unspecified)	-14	1.1	-22	1.0	-7	-2	4	15	-3
Cc1[nH]n(C(N)=S)c(=O)c1N=Nc1ccc(S(=O)(=O)N2CCCC2)cc1	-5	1.0	-7	1.0	-2	3	11	24	-1
NC(=Nc1ccc(Cl)cc1)c1ccccc1	-7	5.1	-15	9.4	-7	17	43*	-6	-4
Cc1ccc(-c2cc(C(=O)NCc3cn(C)nc3C)c3cc(Br)ccc3n2)cc1	-6	1.8	-6	1.0	-5	12	2	14	-8
Cc1cccc(-n2nnnc2SC(C)C(=O)NCCC2=CCCCC2)c1 (stereo unspecified)	-28	-0.3	-4	-0.8	-16	-8	-1	13	-6
Cc1nc(N2CCN(S(=O)(=O)c3ccccc3C#N)CC2)c2c(-c3cccs3)csc2n1	-17	1.0	-10	1.3	8	47	2	12	-3
Cc1nnsc1C(=O)Nc1cccc(Cl)c1	-7	2.0	-21	1.6	-11	-18	4	16	-2

Random excerpt: 3 entries already listed
SMILES	CHO parental Ca	M1 ag parental	CHO-K1 Ca antag	V1aR counter	OXTR potentiator	TAAR1 antagonist	TAAR1 ag	CHO-K1 Ca PAM	M1 ag
COc1ccc(CCN=C(N)NS(=O)(=O)c2ccc3ccccc3c2)cc1	-12	0.5	4	1.2	-10	-8	0	-12	-3
Cc1ccc(-c2cc(C(=O)NCc3cn(C)nc3C)c3cc(Br)ccc3n2)cc1	-6	1.8	-6	1.0	-5	12	2	14	-8
O=C(CCCN1CCC(O)(c2cccc(C(F)(F)F)c2)CC1)c1ccc(F)cc1	-18	4.6	-9	2.1	-5	14	15	17	8

Additional results.
SMILES	CHO parental Ca	M1 ag parental	CHO-K1 Ca antag	V1aR counter	OXTR potentiator	TAAR1 antagonist	TAAR1 ag	CHO-K1 Ca PAM	M1 ag
O=C(CSc1nnc(-c2ccco2)n1-c1ccccc1Cl)Nc1cccc(C(=O)O)c1	-2	-0.2	-5	0.3	-2	-10	1	2	0
OCCC1CN(Cc2cn[nH]c2C2CCCCC2)CCN1C1CCCCC1 (stereo unspecified)	-7	-0.1	2	0.8	-9	3	2	10	-13
COc1ccccc1C1/C(=C(/O)c2ccccc2)C(=O)C(=O)N1CC(C)O (stereo unspecified)	-6	0.3	-10	0.9	-11	4	-1	19	-2
CCOc1ccc(N(CC(=O)Nc2cccc(OC)c2)S(C)(=O)=O)cc1	-9	1.3	-6	0.2	-2	-3	1	9	-2
O=C(c1ccc(Cl)c(S(=O)(=O)NCc2cccnc2)c1)N1CCCC1	-5	0.3	-6	0.8	-2	-21	2	-1	-6
O=C(Cn1cnc2c(nnn2Cc2ccc(F)cc2)c1=O)NCc1ccccc1	-7	2.1	-17	0.2	3	16	-1	28	-4
O=C(O)C1C2CCC(O2)C1C(=O)Nc1ccccc1Br (stereo unspecified)	0	-0.2	-18	0.1	-6	-6	0	26	2
CCc1nc2ccc(C(=O)N3CCN(S(=O)(=O)CC)CC3)cn2c1N(CC)Cc1cccc(Br)c1	.	0.5	-8	.	.	-50	-2	-12	-10
O=C(c1ccco1)N1CCN(c2ncnc3c2[nH]c2ccc(Br)cc23)CC1	.	5.9	-11	.	.	33	27	10	1
CN(CC(=O)NCc1ccccc1)CC(=O)Nc1ccc(Cl)c(C(F)(F)F)c1	-4	13	-7	21*	-10	-5	73*	13	13
CCOC(=O)c1cc2c(ccn2C)n1Cc1ccc(Cl)cc1	-26	-0.6	0	-1.3	-6	-9	17	-3	-7
COc1ccc(OC)c(CNc2ccc3c(c2)CCC3)c1	-5	3.5	3	1.9	-10	-2	8	11	-3
CCc1ccc2nc(-c3cccc(C)c3)nc(SCC(=O)NCC3CCCO3)c2c1 (stereo unspecified)	-5	0.2	2	-0.1	6	4	7	-1	-3
Cc1coc2c(O)cc3c(c12)OC1(N2CCCCC2)C(=O)NCCCC31 (stereo unspecified)	-1	-0.4	-5	1.0	0	7	2	15	-1
CCOC(=O)C1CCN(C(=O)C(C)N(c2ccc(Oc3ccccc3)cc2)S(C)(=O)=O)CC1 (stereo unspecified)	.	15	8	.	.	23	9	-11	-6
COc1ccc(NC(=O)CS(=O)CC(=O)NC2CCCc3ccccc32)cc1 (stereo unspecified)	3	0.2	-1	-0.6	-9	-28	1	14	-2
Cc1cc(C(F)F)nn1CC(=O)NCc1ccc(Cl)cc1Cl	-16	-0.1	8	0.7	-6	4	8	-6	-2
CC(=O)c1cccc(S(=O)(=O)Nc2ccc(N3CCOCC3)cc2)c1	-7	5.8	-21	0.8	-13	-6	2	16	1
COc1cccc(-c2nn(C)c3sc(C(=O)N4CCN(c5ccccc5)CC4)cc23)c1	-8	-0.1	5	1.3	-11	19	5	-1	-2
CCN(CC)C(=O)CN(c1cccc(Br)c1)S(C)(=O)=O	-4	-0.1	-10	11	4	22	4	4	-5
